CHRM1 PAM: human CHRM1 positive allosteric modulation | P11229 | CHO-K1 hM1, Fluo-8 calcium fluorescence, ACh EC20; 0% = ACh EC20, 100% = maximal ACh | activation, % at 3 µM | actives 0.088% (n = 360,000) | AID 588819; in the data active = activation above about 19%, passing the limit was not always enough
Target sequence (P11229 whole entry, looked up): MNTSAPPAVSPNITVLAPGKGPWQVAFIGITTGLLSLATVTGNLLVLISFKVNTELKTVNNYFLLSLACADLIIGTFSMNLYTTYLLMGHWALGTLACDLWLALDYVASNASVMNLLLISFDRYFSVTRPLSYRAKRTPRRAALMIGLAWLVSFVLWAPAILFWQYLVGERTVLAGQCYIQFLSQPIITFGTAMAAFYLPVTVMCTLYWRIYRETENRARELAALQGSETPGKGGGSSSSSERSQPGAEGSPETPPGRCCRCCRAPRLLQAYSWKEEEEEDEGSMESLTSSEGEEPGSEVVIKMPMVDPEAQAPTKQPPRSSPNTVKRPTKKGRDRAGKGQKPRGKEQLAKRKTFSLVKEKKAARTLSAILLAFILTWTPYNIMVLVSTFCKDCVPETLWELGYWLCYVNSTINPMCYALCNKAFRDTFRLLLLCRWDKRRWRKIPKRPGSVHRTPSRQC
CHRM4 agonist: CHRM4 agonism in calcium assay; P08173; CHO-K1 hM4/Gqi5, Fluo-8 calcium fluorescence; vehicle 0%, full acetylcholine response 100%; activation, % at 3 µM; actives 0.14% (n = 360,000); AID 624127;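 active = activation above the run mean over all test wells plus 3 SD, cut at about 32% in these data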;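 note: peak over basal fluorescence ratio per well then scaled between controls; 0% = DMSO wells and 100% = acetylcholine at EC100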
Target sequence (P08173 whole entry, looked up): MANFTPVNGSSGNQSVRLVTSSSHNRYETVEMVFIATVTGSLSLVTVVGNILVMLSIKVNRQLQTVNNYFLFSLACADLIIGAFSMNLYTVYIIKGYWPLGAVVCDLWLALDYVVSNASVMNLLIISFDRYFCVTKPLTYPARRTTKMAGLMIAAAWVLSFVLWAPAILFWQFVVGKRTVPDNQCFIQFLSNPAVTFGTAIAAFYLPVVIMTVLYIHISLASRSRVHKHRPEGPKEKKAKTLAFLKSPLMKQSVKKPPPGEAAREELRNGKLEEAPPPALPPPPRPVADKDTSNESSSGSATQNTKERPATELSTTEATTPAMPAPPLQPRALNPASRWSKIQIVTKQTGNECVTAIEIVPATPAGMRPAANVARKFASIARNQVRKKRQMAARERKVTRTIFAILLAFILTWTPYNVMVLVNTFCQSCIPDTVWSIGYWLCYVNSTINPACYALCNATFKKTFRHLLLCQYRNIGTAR
CHO-K1 Ca antag: counter-screen for M1 antagonists: effect in parental CHO-K1 cells | ATP-induced calcium, Fluo-8 fluorescence | inhibition, % at 3 µM | actives 0.6% (n = 360,000);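 active = inhibition above a per-plate cutoff, the plate's mean sample inhibition plus 3 SD, cut at about 24% in these data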;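 note: 0% = DMSO plus EC80 ATP and 100% = DMSO alone without ATP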
M4 antag: CHRM4 antagonism in calcium assay. P08173. CHO-hM4 cells, ACh EC80, Fluo-8 calcium fluorescence. inhibition, % at 3 µM. actives 0.73% (n = 360,000). AID 624125;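 active = inhibition above its plate's cutoff, the mean inhibition of sample wells plus 3 SD, cut at about 27% in these data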;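 note: 0% = acetylcholine EC80 with DMSO and 100% = DMSO without agonist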
OXTR potentiator: potentiators of human oxytocin receptor; P30559; CHO-OTR cells, Fluo-8 calcium fluorescence, potentiator mode; 0% = oxytocin EC15, 100% = EC100; activation, % at 3 µM; actives 0.061% (n = 320,000); AID 2445;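 active = activation above that plate's cutoff, the mean activation of tested compounds plus 3 SD, cut at about 6.6% in these data, passing the limit was not always enough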;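 note: 100% uses oxytocin at 75 nM as the full agonist control; some results filed as inactive read as strong as hits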
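Dosing: Single dose, 3.0 µM nominal final compound concentration | Material: Human OTR in CHO cells | Technique: Kinetic Fluo-8 calcium fluorescence | Benchmarks: EC15 oxytocin alone as 0%, 75 nM oxytocin as 100% | Probe or stimulus: Oxytocin at about EC15, sub-maximal agonist stimulus | Incubation: Compound 6 min at room temperature before oxytocin, 100 s read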
CHO parental Ca: signal in parental CHO cells, OX1R antagonist counter-screen | AID 463079 | inhibition, % at 5.6 µM | parental CHO-K1, ATP-induced calcium, Fluo-8 fluorescence | actives 0.63% (n = 330,000);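 active = inhibition above that plate's mean sample inhibition plus 3 SD, cut at about 26% in these data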;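 note: 0% = ATP-challenged DMSO wells and 100% = DMSO wells without ATP; some compounds past the cut are filed as inactive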
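Material – parental CHO cells · Reagent – ATP stimulus · Compound – single nominal dose of 5.6 µM per compound · Detection – Fluo-8 fluorescence · Read-out basis – percent inhibition of calcium signal · Controls – ATP-challenged DMSO wells low, unchallenged DMSO wells high · Repeats – no replicates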
CHRM1 antagonist: blocks human M1 muscarinic receptor; P11229; CHO-K1 hM1, Fluo-8 calcium fluorescence, ACh EC80 antagonist; inhibition, % at 3 µM; actives 1.3% (n = 360,000); AID 588852;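 active = percent inhibition above its own plate's cutoff, namely the mean of that plate's compound wells plus 3 SD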;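 note: peak over basal fluorescence ratio during 140 s after agonist addition; 0% = ACh EC80 plus DMSO and 100% = DMSO alone without agonist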
M1 ag parental: M1 agonist counterscreen hit in parental CHO-K1 cells | Fluo-8 calcium fluorescence; scaled to maximal ATP response, vehicle zero | activation, % at 3 µM | actives 0.48% (n = 360,000) | AID 602248; in the data active = activation above about 15%;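 note: untransfected CHO-K1 host cells lacking M1 receptor as counterscreen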
CHRM1 agonist: human M1 muscarinic receptor agonism; activation, % at 3 µM; CHO-K1 hM1, Fluo-8 calcium fluorescence, agonist mode; 0% DMSO, 100% acetylcholine EC100; actives 0.33% (n = 360,000); AID 588814; P11229;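 active = activation above the run's mean compound activation plus 3 SD, cut at about 16% in these data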;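 note: peak over basal fluorescence ratio within a 140 s kinetic read after compound addition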
Active calls of the source: *; . = not tested or not shown.

smiles | CHO parental Ca | CHRM1 antagonist | CHO-K1 Ca antag | CHRM4 agonist | M4 antag | OXTR potentiator | CHRM1 agonist | M1 ag parental | CHRM1 PAM
CC(=O)Nc1ccc2oc(-c3ccccc3Br)nc2c1 | -10 | -6 | -11 | 1 | 1 | -6 | -3 | 0.6 | 9
Cc1nn(C)c(=O)n1-c1ccc(Oc2ccccc2)cc1 | 0 | -3 | -9 | 0 | 7 | -3 | -6 | 0.2 | 5
Cc1ccc(OCC(=O)Nc2cccc3nsnc23)c(C)c1 | -11 | -4 | -2 | 0 | -1 | -8 | -4 | 0.1 | 2
O=C1Nc2ccccc2C1Cc1ccc(OC(F)(F)F)cc1 (stereo not given) | 1 | 4 | -8 | 1 | -2 | -14 | -2 | 1.2 | 2
O=C1NC2(CCCCC2)C(=O)N1Cc1ccc([N+](=O)[O-])cc1 | -8 | -5 | 9 | 1 | 4 | -5 | -10 | -0.1 | 0
CCOc1ccc(C(=O)Nc2ccc(N3CCN(C(C)=O)CC3)cc2)cc1[N+](=O)[O-] | -14 | 1 | 2 | 3 | -2 | -6 | -5 | 2.2 | 3
NC1=NC(=O)C(Cc2cccc(Cl)c2Cl)S1 (stereo not given) | -4 | -2 | 10 | 2 | -6 | -6 | -1 | 0.1 | 3
O=C(Nc1ccc(Br)cc1)C1CCCN(S(=O)(=O)c2cccnc2)C1 (stereo not given) | -16 | 5 | -14 | 5 | 1 | -7 | -4 | 5.5 | 1
COC(=O)[C@@H]1C[C@@]2(Br)c3ccccc3N(S(=O)(=O)c3ccccc3)[C@H]2N1C(=O)OC | -5 | -1 | 14 | 1 | 8 | -2 | -6 | -0.6 | 8
CCCC(=O)NCCc1ccc(S(N)(=O)=O)cc1 | 1 | -7 | -11 | 1 | 7 | 2 | -3 | 1.0 | 6
CCn1nc(C(=O)Nc2ccc3nc(C)sc3c2)c2ccccc2c1=O | -18 | -3 | 1 | 3 | -12 | -1 | -1 | 0.3 | 11
CCC(Oc1ccc(C)cc1)C(=O)Nc1ccc(S(=O)(=O)Nc2cc(C)on2)cc1 (stereo not given) | 2 | -1 | -8 | 1 | -5 | 1 | -3 | -0.9 | 0
Cc1cc(C)c(C(N)=O)c(Nc2cccc3ccccc23)n1 | -1 | -11 | -9 | 2 | -7 | -7 | -6 | 0.5 | 1
CCCN(C(=O)C1CSC2(C)CCC(=O)N12)c1c(N)n(Cc2ccccc2)c(=O)[nH]c1=O (stereo not given) | -15 | -25 | 5 | 0 | -1 | -7 | -1 | -0.1 | 13
COc1ccc(CN(C)C[C@@H]2OCCCC[C@H](C)Oc3ccc(NC(=O)Cc4ccccc4)cc3C(=O)N([C@@H](C)CO)C[C@@H]2C)cc1 | . | -8 | 3 | 0 | 8 | . | -9 | 0.2 | 6
CC(=O)OC(C(=O)NCCN1CCOCC1)c1c(F)cccc1F (stereo not given) | 2 | 7 | 11 | 2 | -4 | -13 | -5 | 0.1 | 0
CC1=C(C(=O)Nc2cc(C(=O)N3CCC(C)CC3)ccc2C)SCCO1 | -25 | -6 | -16 | 3 | -16 | -8 | -2 | 2.5 | 4
Cc1cc(OCC(=O)Nc2ccncc2)ccc1Br | 41* | 24 | 9 | 12 | 9 | -29 | 0 | 7.8 | -7
CC(C)OC(=O)CC(=O)CSc1nc(-c2ccc(F)cc2)cc(-c2ccccc2)c1C#N | -9 | -2 | -12 | 0 | 5 | -5 | -6 | 1.3 | 7
Cc1ccc2nc3n(c(=O)c2c1)-c1cc2ccccc2cc1C(=O)NC3CC(C)C (stereo not given) | . | -5 | -9 | 0 | -2 | . | -2 | 0.1 | 0
N#Cc1ccccc1OCC(=O)C1CC1 | -1 | 14 | 13 | 0 | 6 | -3 | -3 | -0.4 | -2
O=C(NCC1CCCO1)c1cn(Cc2ccccc2)nc1-c1ccccc1 (stereo not given) | -20 | -8 | -18 | 2 | 12 | 0 | -1 | 0.4 | 5
O=c1cc(/N=C/c2coc3cc(Br)ccc3c2=O)[nH]c(=S)[nH]1 | -26 | 3 | 3 | 0 | 14 | -5 | -2 | -0.1 | -2
N#CC(c1cccc([N+](=O)[O-])c1)C(CC(=O)c1ccccc1)c1ccccc1 (stereo not given) | . | 2 | -17 | 6 | 12 | . | -5 | 2.1 | -1
CCOC(=O)NC(=O)CSc1cc(C)c2cc(C)cc(C)c2n1 | -13 | -2 | 3 | -1 | 6 | -5 | -3 | -0.2 | 4

A second format for 4 compounds above.
CCOc1ccc(C(=O)Nc2ccc(N3CCN(C(C)=O)CC3)cc2)cc1[N+](=O)[O-]
- CHO parental Ca: -14
- CHRM1 antagonist: 1
- CHO-K1 Ca antag: 2
- CHRM4 agonist: 3
- M4 antag: -2
- OXTR potentiator: -6
- CHRM1 agonist: -5
- M1 ag parental: 2.2
- CHRM1 PAM: 3

NC1=NC(=O)C(Cc2cccc(Cl)c2Cl)S1 (stereo not given)
- CHO parental Ca: -4
- CHRM1 antagonist: -2
- CHO-K1 Ca antag: 10
- CHRM4 agonist: 2
- M4 antag: -6
- OXTR potentiator: -6
- CHRM1 agonist: -1
- M1 ag parental: 0.1
- CHRM1 PAM: 3

O=C(Nc1ccc(Br)cc1)C1CCCN(S(=O)(=O)c2cccnc2)C1 (stereo not given)
- CHO parental Ca: -16
- CHRM1 antagonist: 5
- CHO-K1 Ca antag: -14
- CHRM4 agonist: 5
- M4 antag: 1
- OXTR potentiator: -7
- CHRM1 agonist: -4
- M1 ag parental: 5.5
- CHRM1 PAM: 1

COC(=O)[C@@H]1C[C@@]2(Br)c3ccccc3N(S(=O)(=O)c3ccccc3)[C@H]2N1C(=O)OC
- CHO parental Ca: -5
- CHRM1 antagonist: -1
- CHO-K1 Ca antag: 14
- CHRM4 agonist: 1
- M4 antag: 8
- OXTR potentiator: -2
- CHRM1 agonist: -6
- M1 ag parental: -0.6
- CHRM1 PAM: 8

The list goes on:
smiles | CHO parental Ca | CHRM1 antagonist | CHO-K1 Ca antag | CHRM4 agonist | M4 antag | OXTR potentiator | CHRM1 agonist | M1 ag parental | CHRM1 PAM
Cc1c(Cl)cccc1NC(=S)NCc1ccc2c(c1)OCO2 | -24 | -8 | -1 | 2 | 6 | -10 | -12 | 5.8 | 2
COCCN(CCOC)C(=O)c1sc2nc(-c3ccccc3)cn2c1C | -14 | -14 | 5 | 2 | 9 | 1 | 3 | 0.7 | 9
O=C(COC(=O)/C=C/c1cccc(F)c1)NNC(=O)c1ccccc1 | -21 | -2 | -2 | 2 | 2 | -2 | -4 | 1.5 | 2
CC(C)[C@@H]1Cc2[nH]c(=S)[nH]c(=O)c2[C@H](CCc2ccccc2)O1 | . | . | -6 | 1 | -4 | . | . | 0.6 | .
COc1ccc(C)c(-n2c(=O)n(Cc3ccccc3)c(=O)c3[nH]cnc32)c1 | -16 | -15 | 3 | -1 | -4 | 4 | -5 | -0.3 | 11
O=C(NCCCN1CCCC1=O)c1ccc(Cl)c(NS(=O)(=O)c2ccc(F)cc2)c1 | -8 | -37 | 2 | 0 | 6 | 9 | 2 | -0.1 | 15
O=C(CCN=C1NS(=O)(=O)c2ccccc21)Nc1ccc(Cl)cc1F | 2 | -12 | -20 | 0 | -8 | -2 | -4 | 0.2 | 7
CC(C)NC(=S)Nc1c(N)[nH]c(=O)[nH]c1=O | 9 | -11 | -18 | 0 | -3 | -4 | -2 | 1.8 | 9
Cc1ccc2c(c1)c1c(n2CCc2ccc(C)nc2)CCN(C)C1 | -20 | -8 | -13 | 1 | 6 | 1 | -11 | 0.2 | 10
CCN(Cc1nc(-c2ccc(Cl)cc2)no1)CC1CCCO1 (stereo not given) | -6 | -4 | -10 | 1 | 11 | 4 | -6 | 2.0 | 5
CCOc1ccc(N/C(C)=C/C(=O)c2ccc(C)o2)cc1 | -3 | 10 | 3 | 1 | 15 | 3 | 0 | -0.5 | -8
O=S(=O)(c1ccccc1)c1nc(-c2ccco2)oc1N1CCCCCC1 | -12 | -15 | -6 | 0 | -2 | -9 | -2 | 0.0 | 7
Cc1nc2ncnn2c(C)c1CCC(=O)N1CCN(Cc2ccccc2)CC1 | -2 | -14 | -12 | 0 | -1 | -15 | -1 | 0.1 | 11
CC(=O)c1c(C)[nH]c(C(=O)COC(=O)CCCOc2ccccc2)c1C | -10 | 3 | -3 | 6 | 1 | -17 | -1 | 2.3 | 3
COc1ccc(CCNCC(O)COc2cccc(Br)c2)cc1 (stereo not given) | -27 | 0 | 1 | 2 | -3 | 2 | -16 | 0.8 | -10
Cc1c(NS(=O)(=O)c2cc(C(=O)OCC(=O)N3CCC(C)CC3)ccc2Cl)c(=O)n(-c2ccccc2)n1C | -10 | -5 | 1 | 2 | -5 | -14 | -7 | -0.1 | 8
Cc1cc(C)n(-c2ccccc2[N+](=O)[O-])n1 | -10 | -4 | 4 | 0 | 0 | -3 | -3 | -0.2 | 6
COCCn1c(C)cc(C(=O)CSc2nnc3ccccn23)c1C | -4 | -3 | 2 | 0 | -2 | 1 | -4 | 0.0 | 2
NC(=O)C1=C(c2ccccc2)c2ccccc2C1=O | . | 6 | 28* | 9 | 14 | . | 9 | 2.4 | 3
CCOC(=O)c1cnc(SCC(=O)OCC(=O)N(CC)C2CCS(=O)(=O)C2)nc1N (stereo not given) | -2 | -8 | 3 | 0 | 3 | 1 | -2 | -0.2 | 3
Cc1ccccc1CN1CCNC(=O)C1CC(=O)N(C)CCC1CCOCC1 (stereo not given) | -14 | -1 | -3 | 0 | 5 | -1 | -1 | 0.4 | 2
O=C(Nc1ccccc1)c1cc2ccc3ccccc3c2s1 | -25 | -1 | -2 | 1 | -10 | -7 | -6 | 0.2 | 0
C=CCn1c(=O)c2c(nc(Br)n2Cc2ccccc2Cl)n(C)c1=O | -15 | -1 | -14 | 1 | 2 | -10 | -2 | 1.3 | 0
O=[N+]([O-])c1cccnc1N/N=C/c1ccccc1O | -6 | 0 | 3 | 1 | 4 | -4 | -10 | 0.0 | 10
Cc1cccc(C)c1-n1c(C)cc(/C=N\Nc2ccc([N+](=O)[O-])cn2)c1C | 5 | 35* | 13 | 1 | 35* | -6 | -2 | 2.9 | -14
CCc1c(C(=O)NCc2ccccc2Cl)[nH]c(C)c1C(C)=O | -18 | 0 | -7 | 4 | 3 | -3 | -1 | 4.1 | 3
CCOCCCNC(=O)C(c1ccc(Cl)cc1)N(Cc1cccs1)C(=O)c1ccccn1 (stereo not given) | 3 | 33 | 4 | 21 | 4 | 0 | -2 | 6.7 | -13
Cn1c(=O)c([N+](=O)[O-])c(NCc2ccccc2Cl)c2ccccc21 | -4 | -2 | -9 | 4 | 0 | -6 | -3 | 5.5 | 3
S=C(NNC(=S)NC1CC2C=CC1C2)NC1CC2C=CC1C2 (stereo not given) | 3 | -19 | -20 | 2 | 5 | -4 | 4 | 8.8 | 8
COCCNC(=O)CSc1cc(=O)n(C)c2cc(Cl)ccc12 | -4 | 1 | 3 | 0 | 9 | -2 | -4 | -0.1 | -2
Cc1cc(C)c(S(=O)(=O)NCC2CCC(C(=O)NCCCN3CCC(C)CC3)CC2)c(C)c1 (stereo not given) | -13 | 12 | -4 | 2 | 7 | -9 | -5 | 1.9 | -7
